# Compound activity deposited in PubChem by The Scripps Research Institute Molecular Screening Center.
# CHO-K1 Ca ag: counter-screen for M1 agonists: effect in parental CHO-K1 cells | Fluo-8 calcium fluorescence; scaled to maximal ATP response, vehicle zero | activation, % at 3 µM | hit rate 0.48% among 360,000 | AID 602248; in the data active means activation above about 15%;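 further: untransfected CHO-K1 host cells lacking M1 receptor as counterscreen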
# CHO parental Ca: counter-screen: ATP calcium response change in parental CHO cells; parental CHO-K1, ATP-induced calcium, Fluo-8 fluorescence; inhibition, % at 5.6 µM; hit rate 0.63% among 330,000; AID 463079;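 active means inhibition above that plate's mean sample inhibition plus 3 SD, cut at about 26% in these data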;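 further: 0% = ATP-challenged DMSO wells and 100% = DMSO wells without ATP; some compounds past the cut are filed as inactive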
#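 Assay system – parental CHO cells · Reagent – ATP stimulus · Detection – intracellular calcium via Fluo-8 no-wash fluorescent dye · Evaluation – percent inhibition of ATP-evoked calcium rise, normalized to controls · Controls – ATP wells versus no-ATP DMSO wells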
# M1 ag: activates human CHRM1 receptor | P11229 | CHO-K1 hM1, Fluo-8 calcium fluorescence, agonist mode; 0% DMSO, 100% acetylcholine EC100 | activation, % at 3 µM | hit rate 0.33% among 360,000 | AID 588814;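 active means activation above the run's mean compound activation plus 3 SD, cut at about 16% in these data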;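 further: peak over basal fluorescence ratio within a 140 s kinetic read after compound addition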
# V1R ag counter: activates human V1a receptor in oxytocin agonist counter-screen | activation, % at 3 µM | CHO-V1R cells, Fluo-8 calcium fluorescence, agonist mode; 0% DMSO, 100% 3 nM vasopressin | P37288 | hit rate 0.25% among 320,000;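 active means activation above the mean activation of all tested compounds plus 3 SD, per screening run, cut at about 20% in these data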;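 further: signal is peak over basal fluorescence ratio across a 100 second FLIPR read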
# Target sequence (P37288 whole entry, looked up): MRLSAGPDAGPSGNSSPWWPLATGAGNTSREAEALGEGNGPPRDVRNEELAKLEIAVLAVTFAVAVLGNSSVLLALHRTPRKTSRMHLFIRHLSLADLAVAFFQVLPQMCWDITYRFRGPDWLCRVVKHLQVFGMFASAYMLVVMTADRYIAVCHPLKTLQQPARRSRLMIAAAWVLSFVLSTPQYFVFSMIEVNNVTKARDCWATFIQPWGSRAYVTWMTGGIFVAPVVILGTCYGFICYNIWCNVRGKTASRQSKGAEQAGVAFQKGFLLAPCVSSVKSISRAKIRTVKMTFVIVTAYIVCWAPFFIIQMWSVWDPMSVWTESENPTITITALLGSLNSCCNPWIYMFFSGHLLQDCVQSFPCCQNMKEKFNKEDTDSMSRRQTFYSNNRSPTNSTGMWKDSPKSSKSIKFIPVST
# OXTR potentiator: potentiates the human oxytocin receptor response; P30559; CHO-OTR cells, Fluo-8 calcium fluorescence, potentiator mode; 0% = oxytocin EC15, 100% = EC100; activation, % at 3 µM; hit rate 0.061% among 320,000; AID 2445;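 active means activation above that plate's cutoff, the mean activation of tested compounds plus 3 SD, cut at about 6.6% in these data, passing the limit was not always enough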;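 further: 100% uses oxytocin at 75 nM as the full agonist control; some results filed as inactive read as strong as hits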
# Target sequence (P30559 whole entry, looked up): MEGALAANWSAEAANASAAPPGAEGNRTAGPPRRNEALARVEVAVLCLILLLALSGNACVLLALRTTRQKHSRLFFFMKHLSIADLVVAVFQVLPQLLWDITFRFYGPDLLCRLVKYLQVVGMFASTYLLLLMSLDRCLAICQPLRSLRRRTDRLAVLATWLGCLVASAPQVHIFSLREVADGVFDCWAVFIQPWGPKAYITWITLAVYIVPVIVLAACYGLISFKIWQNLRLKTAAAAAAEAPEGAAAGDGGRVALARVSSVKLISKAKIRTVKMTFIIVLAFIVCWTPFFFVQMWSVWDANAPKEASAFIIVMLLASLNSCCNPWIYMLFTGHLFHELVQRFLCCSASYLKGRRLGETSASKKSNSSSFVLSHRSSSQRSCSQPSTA
#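 System: human OTR in CHO cells; Also added: sub-maximal oxytocin, roughly EC15; Timing: compound 6 min at room temperature before oxytocin, 100 s read; Technique: Fluo-8 intracellular calcium fluorescence, ex 470-495, em 515-575 nm; Controls: oxytocin EC15 low and EC100 high; Replication: singlicate.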
# CHO-K1 Ca PAM: nonselective activator or artifact in parental CHO-K1 calcium assay. ATP EC20, Fluo-8 calcium fluorescence; 0% at ATP EC20, 100% at ATP max. activation, % at 3 µM. hit rate 0.02% among 360,000;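 active means activation above the run cutoff, the mean activation of all test compounds plus 3 SD, cut at about 40% in these data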;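 further: peak over basal fluorescence ratio in a 140 s read after ATP addition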
# TAAR1 ag: agonists of human TAAR1; CHO RD-HGA16 TAAR1, Fluo-8 calcium fluorescence; vehicle wells 0%, saturating PEA agonist 100%; activation, % at 3 µM; hit rate 0.99% among 360,000;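 active means activation above the mean activation of all test compounds in the run plus 3 SD, cut at about 38% in these data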
#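 Test system: RD-HGA16 (CHO) cells co-expressing Gα16 and hTAAR1; dosing: one-point dosing at 3 µM (nominal); timing: 17-24 h seeding, 75 min 37 °C dye, 30 min RT; signal: kinetic Fluo-8 calcium fluorescence; read-out basis: % activation relative to PEA EC100 response; controls: DMSO and PEA EC100; replicates: n 1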
# CHO-K1 Ca antag: M1 antagonist counterscreen hit in parental CHO-K1 cells. ATP-induced calcium, Fluo-8 fluorescence. inhibition, % at 3 µM. hit rate 0.6% among 360,000;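 active means inhibition above a per-plate cutoff, the plate's mean sample inhibition plus 3 SD, cut at about 24% in these data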;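 further: 0% = DMSO plus EC80 ATP and 100% = DMSO alone without ATP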
# TAAR1 antagonist: human TAAR1 antagonism; CHO RD-HGA16 TAAR1, Fluo-8 calcium fluorescence, antagonist; hit rate 1.5% among 360,000; inhibition, % at 3 µM; AID 624466;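 active means inhibition above a per-plate cutoff, the mean inhibition of test compounds on that plate plus 3 SD, cut at about 49% in these data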;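 further: 0% = DMSO plus EC80 beta-PEA response and 100% = DMSO alone without agonist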
#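 Material: RD-HGA16 CHO cells with stable hTAAR1 and Gα16; Dosing: single nominal final test compound concentration of 3 µM; Schedule: seeding 17-24 h prior, 75-min 37 °C, 30-min RT dye loading; Detection: kinetic Fluo-8 calcium fluorescence measurement; Measure: % inhibition from peak post-agonist over basal fluorescence ratio; Benchmarks: vehicle and agonist controls.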
# Starred values were filed as active, the others as inactive; / = no result given.
item	mol	CHO-K1 Ca ag	CHO parental Ca	M1 ag	V1R ag counter	OXTR potentiator	CHO-K1 Ca PAM	TAAR1 ag	CHO-K1 Ca antag	TAAR1 antagonist
1	CCN1CCN(c2ccc(S(=O)(=O)N3CCCCC3)cc2N)CC1	-0.1	-10	-9	0.9	-6	-8	-1	-8	-16
2	COC(=O)CNc1nc(Cl)nc(Nc2ccc(C)cc2)n1	0.5	2	-13	-2.0	2	14	2	3	4
3	COC(=O)c1n[nH]n(-c2ccc(F)c(Cl)c2)c1=O	3.1	-20	-1	1.9	-7	18	4	-8	3
4	O=c1[nH]ncc2c3ccccc3n(Cc3ccccc3F)c12	0.5	-11	-1	-1.0	-11	16	0	-3	-13
5	CC(=O)N1N=C(c2cccnc2)OC1c1ccc(C(C)C)cc1 (configuration not stated)	0.9	2	-6	-0.5	-8	29	1	-18	21
6	O=C(O)CC/C(=N\NC(=O)c1ccccc1)c1cccs1	5.4	-6	-3	0.1	-2	-9	1	-5	-16
7	CC1CC(C)CN(S(=O)(=O)c2cccc(C(=O)OCCN3CCCC3=O)c2)C1 (configuration not stated)	-0.1	-29	-5	-0.1	-4	-4	2	6	-10
8	CCOC(=O)CSc1nc2sc3c(c2c(=O)n1-c1ccccc1)CCN(C)C3	0.1	-11	-9	0.7	-15	-19	0	13	-17
9	CCN(C(=O)CN1CCc2ccccc21)c1c(N)n(Cc2ccccc2)c(=O)[nH]c1=O	0.2	4	-1	0.7	-16	9	3	-9	-28
10	COc1ccccc1C1=NOC(C)(c2nnc(-c3cccc(Cl)c3)o2)C1 (configuration not stated)	0.1	-20	-5	-0.6	-4	0	3	-5	3
11	COc1cc(OC)c(-c2oc3ccccc3c(=O)c2O)c(OC)c1	0.5	/	-1	/	/	26	3	-12	8
12	CN(C)S(=O)(=O)c1cccc(NC(=O)c2sccc2-c2ccccc2)c1	0.8	/	-4	/	/	0	-2	2	-23
13	OC(COCc1ccccc1)CN1CCN(Cc2ccc3c(c2)OCO3)CC1 (configuration not stated)	1.1	-6	-11	0.3	-14	13	7	0	1
14	C[C@@]1([C@@H](NC(=O)c2cccs2)c2ccc(-c3ccccc3)cc2)C[C@H]1C1CCCCC1	0.3	-18	-2	1.3	2	7	0	0	0
15	COc1ccc(C(=O)N/N=C/c2cccnc2)cc1	0.7	-3	-1	1.6	-10	8	2	-12	-9
16	Cc1ccc(SCc2noc(C(=O)NC(C)C)c2C(=O)O)cc1C	0.5	-3	1	0.8	-6	10	14	-4	-18
17	CCOC(=O)C1(Cc2cccc(OC)c2)CCCN(S(=O)(=O)CC)C1 (configuration not stated)	3.4	-9	-2	-0.2	-14	7	1	18	-12
18	O=C1C(c2c(O)[nH]c3ccccc23)=Nc2ccccc21	0.0	-3	2	-0.5	-2	2	-1	3	-5
19	Cc1cc([N+](=O)[O-])nn1CC(=O)NNC(=S)Nc1ccc(Cl)cc1	-0.2	-6	-6	-0.1	3	12	15	-5	1
20	NS(=O)(=O)c1ccc(CCNC(=O)CCCOc2ccccc2)cc1	-0.5	-11	-4	-0.4	-9	10	4	-1	-3
21	COc1cc(/C=C(/NC(=O)c2ccccc2)C(=O)Nc2ccccc2)c([N+](=O)[O-])cc1OC	0.7	2	-2	0.9	-5	17	1	-10	-1
22	S=C(NCCCc1cnc[nH]1)NCCCN(Cc1ccccc1)c1ccc(Br)cn1	0.3	/	-8	/	/	-4	22	16	30
23	Cc1c(NC(=S)NC(=O)c2cccc3ccccc23)cccc1C(=O)O	0.7	-3	-5	0.6	-5	16	0	-6	-24
24	COCCN(CCOC)C(=O)CSc1ccc(S(=O)(=O)N2CCN(C)CC2)cn1	1.1	0	-3	0.4	-3	26	-1	-7	5
25	COc1cc(C(=S)N2CCCCC2)ccc1O	0.8	-3	-3	2.1	-2	-3	7	-10	27
26	CCCOc1cccc(C2/C(=C(/O)c3ccc4c(c3)CC(C)O4)C(=O)C(=O)N2CCN2CCOCC2)c1 (configuration not stated)	1.4	-8	1	2.1	-5	-7	0	-5	1
27	O=C1CC(c2ccccc2)CC(O)=C1C=NCC1CCCO1 (configuration not stated)	0.2	-10	-5	0.6	-1	18	6	-7	5
28	Cc1ccc(OCC(=O)NC(C)c2ccccc2)c([N+](=O)[O-])n1 (configuration not stated)	0.2	-6	-4	-0.7	-3	-17	5	9	5
29	Cc1cc2nc3n(c2cc1C)CCCN3	0.4	0	-11	1.5	-6	-13	0	9	-2
30	COc1ccc(-c2nnc(SCC(=O)NCc3ccco3)n2C)cc1	-0.1	4	-2	-0.8	-3	17	1	-9	-6
31	Cc1nc2c3cc(Cl)ccc3n(CCN3CCOCC3)c2s1	9.3	-9	-5	-1.3	-2	-4	0	16	3
32	CCCOc1ccc(C(=O)NC(=S)Nc2nc3ccccc3s2)cc1	0.5	2	-5	-0.2	-2	6	3	-12	-36
33	Cc1ccc(C(=O)NCc2ccco2)c(C)c1	-0.1	/	-2	/	/	-3	-1	-5	3
34	O=C(c1ccccc1)c1ccccc1C(=O)N1CCCC1	0.0	0	-1	-0.8	-3	-11	1	2	-3
35	COc1cc(C(=O)NCCC(=O)NC2CCCc3ccccc32)cc(OC)c1OC (configuration not stated)	1.2	-9	-1	0.4	-9	10	-1	-10	7
36	CCC(=O)Nc1nc2ccc3sc(C)nc3c2s1	0.9	-9	-5	-0.8	-12	22	-1	-11	-6
37	CCn1c(SCC(=O)N2CCC(C)CC2)nc2c(c1=O)SCC2	-0.7	-10	-2	1.3	-3	-3	-2	-10	-36
38	COc1cccc2cc(-c3nnc(SCC(=O)Nc4cc(C(F)(F)F)ccc4Cl)n3N)oc12	0.8	-6	-5	1.4	1	15	5	-5	8
39	COc1ccc(NC(=O)C2Cc3cc(S(=O)(=O)N4CCCCC4)ccc3N2C(C)=O)cc1Cl (configuration not stated)	2.8	-10	-3	0.9	-4	4	4	3	15
40	CN1C(=S)SC(N(O)C(=O)NC2CCCCC2)C1(C)C (configuration not stated)	-0.4	-11	-3	0.4	1	3	8	-8	-1
41	Cn1c(NCc2cccc(Br)c2)nc2ccccc21	0.2	-5	-3	0.6	-23	-3	14	-9	-5
42	CN1CCCN(S(=O)(=O)c2cccc(C#N)c2)CC1	0.5	-11	-5	0.2	-11	8	2	-14	-12
43	O=c1c2c(nc3n1CCCCC3)sc1c(O)cccc12	1.0	-19	-8	1.1	-14	19	15	-16	-2
44	Cc1ccc(Oc2ccc(NC(=O)C3=CC=CN4CCS(=O)(=O)N=C34)cc2)cc1	1.1	10	2	6.8	-12	-4	28	-5	14
45	Nc1c2c(nc3ccc(Br)cc13)N(c1ccccc1)CC2	1.8	-15	-1	1.1	-6	9	24	3	5
46	Nn1c(SCC(=O)NC2CCCc3ccccc32)nnc1C1CC1 (configuration not stated)	-0.3	-8	-2	0.8	-9	4	4	5	5
47	O=C(O)c1cc(-c2ccco2)nn1-c1cccc(Cl)c1	1.0	7	-4	1.9	-10	6	1	-9	-25
48	Cc1oc2c(O)c(O)ccc2c(=O)c1-c1ccc(Cl)cc1	0.1	-1	-3	-1.2	8	13	-3	3	-13
49	CCCS(=O)(=O)NC(=O)C1(C)CCN(C(=O)c2cccc(OC(F)(F)F)c2)C1 (configuration not stated)	-0.1	/	-2	/	/	-2	9	2	-6
50	COc1ccc(C2C(C(=O)Nc3cccc(C)n3)c3ccccc3C(=O)N2C)cc1 (configuration not stated)	0.4	2	-4	1.8	-23	-8	4	10	-9

# 9 entries from above, ordered by heavy-atom count, ascending.
item	mol	CHO-K1 Ca ag	CHO parental Ca	M1 ag	V1R ag counter	OXTR potentiator	CHO-K1 Ca PAM	TAAR1 ag	CHO-K1 Ca antag	TAAR1 antagonist
41	Cn1c(NCc2cccc(Br)c2)nc2ccccc21	0.2	-5	-3	0.6	-23	-3	14	-9	-5
43	O=c1c2c(nc3n1CCCCC3)sc1c(O)cccc12	1.0	-19	-8	1.1	-14	19	15	-16	-2
45	Nc1c2c(nc3ccc(Br)cc13)N(c1ccccc1)CC2	1.8	-15	-1	1.1	-6	9	24	3	5
37	CCn1c(SCC(=O)N2CCC(C)CC2)nc2c(c1=O)SCC2	-0.7	-10	-2	1.3	-3	-3	-2	-10	-36
46	Nn1c(SCC(=O)NC2CCCc3ccccc32)nnc1C1CC1 (configuration not stated)	-0.3	-8	-2	0.8	-9	4	4	5	5
49	CCCS(=O)(=O)NC(=O)C1(C)CCN(C(=O)c2cccc(OC(F)(F)F)c2)C1 (configuration not stated)	-0.1	/	-2	/	/	-2	9	2	-6
44	Cc1ccc(Oc2ccc(NC(=O)C3=CC=CN4CCS(=O)(=O)N=C34)cc2)cc1	1.1	10	2	6.8	-12	-4	28	-5	14
50	COc1ccc(C2C(C(=O)Nc3cccc(C)n3)c3ccccc3C(=O)N2C)cc1 (configuration not stated)	0.4	2	-4	1.8	-23	-8	4	10	-9
39	COc1ccc(NC(=O)C2Cc3cc(S(=O)(=O)N4CCCCC4)ccc3N2C(C)=O)cc1Cl (configuration not stated)	2.8	-10	-3	0.9	-4	4	4	3	15

# (more compounds)
item	mol	CHO-K1 Ca ag	CHO parental Ca	M1 ag	V1R ag counter	OXTR potentiator	CHO-K1 Ca PAM	TAAR1 ag	CHO-K1 Ca antag	TAAR1 antagonist
51	O=C1NC(=S)N/C1=C/c1cccc([N+](=O)[O-])c1	0.8	-11	-9	-0.2	-5	12	6	5	5
52	O=C(Nc1cc2c3c(c1)CC(=O)N3CCC2)c1ccccc1C(F)(F)F	1.1	-19	-2	0.2	-4	-4	3	-10	-9
53	COc1ccc(C)cc1S(=O)(=O)N(C)CC(=O)NCc1ccco1	0.0	-7	-3	1.0	-1	17	9	-3	-17
54	Cc1ccc(C)c(NC(=O)CN2C(=O)NC(CCc3ccccc3)C2=O)c1 (configuration not stated)	1.5	-18	-2	0.7	-2	11	1	-2	-2
55	O=C(Nc1nc2ccc(S(=O)(=O)N3CCCCC3)cc2s1)C1CCCO1 (configuration not stated)	0.4	-5	-3	0.0	-12	9	5	-11	1
